tolC growth inh – blocks growth of E. coli BW25113 tolC mutant; OD615; growth inhibition, % at 10 µM (by protocol); 65,000 tested, 2.2% active;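 active = growth inhibition at or above a cutoff equal to the mean over every tested compound plus 3 SD, cut at about 60% in these data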;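 also: growth measured after 20 h incubation at 37 °C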
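test system = E. coli BW25113 ΔtolC::kan bacteria | medium = LB with kanamycin 50 µg/mL | signal = OD at 615 nm | schedule = 37 °C, 20 h exposure | evaluation = % inhibition of E. coli growth | compound dosing = one dose of 10 µM final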
HEK293 NFkB inh – lowers PMA/ionomycin-induced NF-kB signal in HEK293 cells; HEK-293 NF-kB luciferase reporter, luminescence; 62,000 tested, 0.21% active; inhibition, % at 3 µM;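 active = inhibition above the mean of all tested compounds plus 3 SD, cut at about 40% in these data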;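 also: 0% = stimulated DMSO wells and 100% = 10 µM reference inhibitor 5653914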
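Material: HEK-293 cells with stable firefly luciferase reporter driven by four HIV NF-kB elements / Also added: PMA plus ionomycin mix as NF-kB-activating stimulus / Compound dosing: 3 µM once, 0.30% DMSO / Times: 1 h pretreatment, 16 h stimulation, 37 °C / Signal: luminescence / Evaluation: per-plate % inhibition versus controls / Benchmarks: DMSO and 10 µM reference inhibitor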
NADH coupling – inhibition of NAD/NADH coupling enzymes, library profiling. IC50, µM (highest dose often 10 µM), without a hit: top-dose inhibition. 65,000 tested, 0.02% active. coupled PK/LDH NADH assays, four targets;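 active = single-dose screening hits from any of four coupled enzyme assays that gave an IC50 when retested across doses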;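 also: the DPM-DC format reads NADH fluorescence rather than 340 nm absorbance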
PKA inh – inhibitors of human protein kinase A; PKA Kemptide phosphorylation, Kinase-Glo ATP luminescence; P17612; 65,000 tested, 0.1% active; inhibition, % at 6 µM; AID 524;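 active = inhibition above the screen-wide mean inhibition plus 3 SD, cut at about 21% in these data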; also: many of its hits are not listed in these tables
ROCK2 inh – inhibitors of human Rho kinase 2. O75116. purified ROCK2, Kinase-Glo ATP depletion luminescence. inhibition, % at 6 µM. 60,000 tested, 0.35% active. AID 604;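 active = inhibition above the screen-wide mean inhibition plus 3 SD, cut at about 18% in these data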;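 also: plate controls were DMSO wells for no effect and Y-27632 control wells after no-enzyme background subtraction for full effect; many of its hits are not listed in these tables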
Autofluor 339 – intrinsic fluorescence of library compounds, ex339/em460 – biochemical, MLSMR library, data from DPM-DC assay, artefact control, profiling panel; fluorescence fold increase at 10 µM; 65,000 tested, 5.5% active; AID 709; compound autofluorescence, ex339/em460 nm, NADH buffer; hits give high values; 1 = no-compound wells, NADH background;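 active = at 10 µM, mean starting fluorescence two-fold or more over control wells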;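 also: signal is the first read of a kinetic run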
MMP13 inh – inhibitors of human MMP13 | 65,000 tested, 0.07% active | MMP-13 fTHP FRET cleavage, Mca fluorescence | inhibition, % at 4 µM | P45452;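 active = inhibition above the mean of compound-free control plate wells plus 3 SD, cut at about 14% in these data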;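 also: 0% = DMSO wells and 100% = wells with reference MMP-13 inhibitor after basal subtraction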
Abs 340nm – absorbance at 340 nm | compound absorbance at 340 nm, fold over control | fold change at 10 µM | 65,000 tested, under 10 active | AID 708;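 active = at 10 µM dose, initial 340 nm absorbance at least 2 fold that of control wells; inactive = change under 2 fold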;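 also: initial absorbance extrapolated from kinetic A340 decline of NADH oxidation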
JNK3 inh – blocks human JNK3 kinase activity; P53779; purified JNK3 kinase activity, HTS; inhibition, % at 8 µM; 60,000 tested, 0.61% active; AID 746; in the data active = inhibition above about 17%;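 also: 0% = DMSO and 100% = reference inhibitor; many of its hits are not listed in these tables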
Target sequence (P53779 whole entry, looked up): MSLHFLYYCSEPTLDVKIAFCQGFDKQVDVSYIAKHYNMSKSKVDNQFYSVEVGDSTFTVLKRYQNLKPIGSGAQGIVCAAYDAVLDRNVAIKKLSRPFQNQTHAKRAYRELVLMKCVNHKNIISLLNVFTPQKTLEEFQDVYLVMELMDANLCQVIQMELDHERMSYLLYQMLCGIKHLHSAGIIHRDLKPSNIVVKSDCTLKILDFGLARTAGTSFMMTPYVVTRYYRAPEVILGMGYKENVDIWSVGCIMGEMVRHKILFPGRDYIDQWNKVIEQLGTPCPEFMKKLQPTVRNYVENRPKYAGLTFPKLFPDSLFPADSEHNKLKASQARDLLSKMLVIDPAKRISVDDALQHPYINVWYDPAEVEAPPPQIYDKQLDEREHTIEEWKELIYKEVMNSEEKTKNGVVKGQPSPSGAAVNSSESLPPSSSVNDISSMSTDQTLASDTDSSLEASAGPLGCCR
Active calls of the source: *; nt = not tested or not shown; [ ] = another dose, or the depositor's remark. This is a subset. The share of hits here may be higher or lower than overall.

SMILES	tolC growth inh	HEK293 NFkB inh	NADH coupling	PKA inh	ROCK2 inh	Autofluor 339	MMP13 inh	Abs 340nm	JNK3 inh
Nc1nc(NC(=O)c2ccco2)nn1-c1ccccc1	-11	6	2%	10	6	1.1	4	1	5
Cc1ccc(C)c2[nH]c(=O)c(CN(Cc3ccco3)C(=O)Nc3ccccc3)cc12	18	20	7%	3	1	1.2	2	1	-2
CCc1c(C)[nH]c(=S)c(C#N)c1C	-10	7	7%	9	5	1.1	-1	1.1	5
C=CCn1c(COc2cccc(C)c2)nnc1SCC(=O)NC(=O)NCc1ccco1	1	26	2%	-7	-4	1	-3	1	4
c1ccc(CCNc2c3c(nc4ncnn24)CCC3)cc1	-7	12	10%	6	-1	1	2	0.99	-7
CCC(C)c1ccc2oc(-c3ccc(NC(=O)c4ncn[nH]4)cc3)nc2c1 (stereo unspecified)	5	-15	6%[fluoresces]	3	2	3.6*	-1	1.2	-2
O=C(NCc1cccnc1)NC(C(F)(F)F)C(F)(F)F	19	nt	0%	5	7	1.1	4	1	2
O=C(CN1CCN(c2ccc(F)cc2)CC1)Nc1ccc(-n2cnnn2)cc1	-22	10	5%	11	5	1	1	1	4
Cc1ccc(C2C=C(c3ccccc3OC(F)F)Nc3ncnn32)cc1 (stereo unspecified)	54	0	12%	9	7	2.1*	-49	1	-1
CCN(CC)C(=O)CCCOc1ccc(Cl)cc1Cl	50	-4	10%	7	4	1.1	0	1	0
C=CCOc1ccccc1/C=c1\sc2nc(=O)c(C)nn2c1=O	-2	6	2%	5	5	1.1	-4	1	-6
CCOc1ccc(N2C(=O)CC(N3CCN(C(=O)CN4CCCC4)CC3)C2=O)cc1 (stereo unspecified)	-10	20	6%	-8	-2	1.1	6	1	0
Cc1nc2ccc(S(=O)(=O)NCC(=O)O)cc2s1	-19	-1	5%	2	4	1	-4	1	-3
COc1ccccc1N=C1SC(C)CN1C(=O)C1CCC1 (stereo unspecified)	-11	11	2%	1	-4	1.1	4	1	0
CCCCCc1nnc(NC(=O)OCCC)s1	-2	11	10%	-6	-5	1.2	1	1	-2
O=C(OCC(=O)N1CCCCC1)c1c[nH]c(=O)[nH]c1=O	-16	21	6%	-8	0	1.1	4	1	-1
COc1cc(C(=O)NC2CC3CCCC(C2)N3CC(=O)Nc2ccccc2)cc(OC)c1OC (stereo unspecified)	28	20	9%	11	5	1.1	3	1	6
CCOC(=O)C1CCN(C(=O)c2cccc(C(=O)N3CCC(C(=O)OCC)CC3)c2)CC1	-16	7	2%	2	-2	1.1	6	1.1	-4
CCCn1nnc(NC(=O)c2sc3ccccc3c2Cl)n1	22	-18	6%	4	-1	1.1	2	1.1	-5
O=c1c2ccccc2nc(-c2ccccc2)n1Cc1ccco1	29	16	4%	15	3	1.2	3	0.99	1
COc1ccc(S(=O)(=O)n2nc(OC(=O)C3CCCCC3)cc2N)cc1	-21	14	0%	-6	-1	1.2	4	1	-9
CCOc1ccc(CCNC(=O)C(O)c2ccccc2)cc1 (stereo unspecified)	-14	nt	6%	3	-1	1.1	-5	1	-6
O=C(O)CCC(=O)N1CCN(c2cccc(Cl)c2)CC1	-7	-2	0%	7	2	1.1	4	1.1	-2
Cc1nc2nc(Cc3ccccc3)[nH]n2c(=O)c1Cc1ccccc1	39	21	4%	7	4	1	5	0.98	1
Cc1cc(C)n(C(=O)c2cc3sccc3[nH]2)n1	8	-4	4%	10	4	1.1	-3	1.1	3
CN(C)Cc1c(O)ccc2[nH]cnc12	-37	15	8%	3	-3	1.1	3	1	2
Cc1cccc(NC2(C(F)(F)F)N=C3SCCN3C2=O)n1 (stereo unspecified)	-13	10	4%	3	6	0.99	2	1	-7
CC1CCCN(C(=O)C2c3ccccc3C(=O)N3CCc4ccccc4C23)C1 (stereo unspecified)	14	18	5%	6	5	1.1	0	1	-1
Brc1ccc(-c2cnc(-c3cccs3)o2)cc1	0	-12	5%[fluoresces]	16	6	5*	-76[fluorescence artefact?]	1.1	-2
CCCS(=O)(=O)N1CCC(C(=O)N2CCC(Cc3ccccc3)CC2)CC1	15	14	1%	-9	-5	1.1	3	1	-6

3 of the entries above in order of their number in Abs 340nm, highest first:
smiles	HEK293 NFkB inh	NADH coupling	PKA inh	ROCK2 inh	Autofluor 339	MMP13 inh	Abs 340nm	JNK3 inh
Cc1cc(C)n(C(=O)c2cc3sccc3[nH]2)n1	-4	4%	10	4	1.1	-3	1.1	3
O=C(OCC(=O)N1CCCCC1)c1c[nH]c(=O)[nH]c1=O	21	6%	-8	0	1.1	4	1	-1
O=c1c2ccccc2nc(-c2ccccc2)n1Cc1ccco1	16	4%	15	3	1.2	3	0.99	1

Going on with the list.
SMILES	tolC growth inh	HEK293 NFkB inh	NADH coupling	PKA inh	ROCK2 inh	Autofluor 339	MMP13 inh	Abs 340nm	JNK3 inh
N#CCSc1nc2[nH]ncc2c(=O)n1-c1ccccc1Br	4	8	0%	3	1	1.1	3	1	2
CC12CN3CC(C)(CN(C1)C3c1ccc(Br)cc1)C2 (stereo unspecified)	-3	15	3%	-8	-9	1	-1	0.97	3
CSc1nc2c(c(=O)n1C)SC(C)C2 (stereo unspecified)	-2	9	1%	7	6	1	-5	1	-1
CC(=O)N1CCC(O)(c2cccc(C(F)(F)F)c2)CC1	-1	5	7%	11	0	1	2	0.99	4
COc1ccc(NC(=O)CN2CC(c3ccccc3)CC2=O)cc1OC (stereo unspecified)	-2	1	6%	9	5	1.1	1	1	5
O=S(=O)(c1ccc(NC2CCCCC2)cc1)N1CCOCC1	12	9	5%	6	7	1.1	-2	1	0
CCOC(=O)C1CCCN(C(=O)C2CCN(c3nnc(-n4cccc4)s3)CC2)C1 (stereo unspecified)	-18	4	6%	-2	5	1.1	-2	1.1	-2
COc1ccccc1NC(=O)CSc1nc2ccccc2c(=O)n1CCNC(C)=O	-5	14	5%	4	-5	1	3	1	2
CN(c1ccc(Cl)cc1)c1cc(=O)n(C)c2ccccc12	31	33	3%	6	2	1.3	2	1.1	-3
Nc1ccc(Cl)c(-c2nc3ncccc3o2)c1	2	9	0%	13	5	1.3	-3	1.1	-3
O=C(Nc1ccc(Cl)cc1)c1ccc2c(c1)OCO2	-5	-46	5%	6	6	1.1	3	1	-2
COc1ccc(O)c(C(=O)c2cnc3onc(C)c3c2)c1	-13	8	2%	5	2	1.1	-3	1	5
COc1ccc(S(=O)(=O)NCc2ccccc2Cl)cc1OC	9	5	5%	2	4	1.1	-8	1	1
COc1cccc2sc(NC(=O)c3ccc(S(=O)(=O)N4CCOCC4)cc3)nc12	20	6	2%	11	5	1.1	-1	1	0
CCN(CC)CCNC(=O)Cn1c(-c2ccccn2)nc2ccccc21	-15	10	8%	3	8	1.5	-53	1	3

A section from the list above, as a working copy:
SMILES	tolC growth inh	HEK293 NFkB inh	NADH coupling	PKA inh	ROCK2 inh	Autofluor 339	MMP13 inh	Abs 340nm	JNK3 inh
Cc1cc(C)n(C(=O)c2cc3sccc3[nH]2)n1	8	-4	4%	10	4	1.1	-3	1.1	3
CN(C)Cc1c(O)ccc2[nH]cnc12	-37	15	8%	3	-3	1.1	3	1	2
Cc1cccc(NC2(C(F)(F)F)N=C3SCCN3C2=O)n1 (stereo unspecified)	-13	10	4%	3	6	0.99	2	1	-7

More structures:
SMILES	tolC growth inh	HEK293 NFkB inh	NADH coupling	PKA inh	ROCK2 inh	Autofluor 339	MMP13 inh	Abs 340nm	JNK3 inh
O=S(=O)(Nc1nc2ccccc2nc1NCCO)c1cccc(Cl)c1	nt	7	6%	-2	7	1.3	-13	1.1	1
CNc1cc(C)nc(-n2nc(C)cc2C)n1	-6	7	5%	-10	-8	1.1	2	1	-7
C=CCn1cc(Cl)c(=O)n(CC=C)c1=O	-27	4	5%	0	2	1	0	0.98	-1
C=CCn1c(=O)c(C(=O)NCCNCC)c(O)c2ccccc21	7	14	6%	0	-4	1.1	-8	1	-2
CCN1CCN(Cc2ccc(NC(=O)Nc3ccc(SC)cc3)cc2)CC1	0	-5	2%	6	6	1.1	-3	1	-10
C=CCN1C(=O)C2C(C(=O)NCc3ccccc3)C3(C)C=CC2(O3)C1C(=O)NC(C)(C)C (stereo unspecified)	-19	4	4%	7	3	1	4	1	1
COc1ccc(Cn2nnnc2C(c2cc(OC)ccc2OC)N2CCC(C(N)=O)CC2)cc1 (stereo unspecified)	2	11	6%	-3	-2	1	4	1	-3
Cc1cc(Cl)c(S(N)(=O)=O)cc1OCC(N)=O	-12	-1	3%	8	4	1.1	6	1.1	-3
CCOc1ccc(N2C(=O)c3cccnc3C2Nc2ccc(F)cc2)cc1 (stereo unspecified)	8	-1	7%	10	5	1	2	1.1	1
COc1cc(C2c3c(oc4ccccc4c3=O)C(=O)N2CCN2CCOCC2)cc(OC)c1OC (stereo unspecified)	-14	26	4%	-3	3	1.1	0	1	0
CCOC(=O)N1CCN(C(=O)Nc2ccccc2Cl)CC1	-25	9	3%	5	1	1.1	-4	1	-1
O=C(CCSc1nnc2scc(-c3ccccc3)n12)NCc1ccc2c(c1)OCO2	31	6	4%	9	6	1.1	4	1	-1
Cc1cccc(N2CCN(C(=O)C3CCCCC3)CC2)c1C	25	14	2%	11	6	1.1	-2	1	8
CC(=O)Nc1ccccc1Sc1ccccc1	1	-2	8%	6	2	1.1	-8	1.1	1
COC(=O)CC1C(=O)NC2CCCCC2N1C(=O)c1ccccc1 (stereo unspecified)	-5	6	5%	-6	-1	1.1	-2	1	-1
O=C(CSc1nnc2scc(-c3ccccc3)n12)N1CCCc2ccccc21	5	10	6%	5	2	1.1	-4	1	-1
O=C(C1COc2ccccc2O1)N1CCN(c2ccc(F)cc2)CC1 (stereo unspecified)	9	10	10%	7	3	1.1	2	0.99	-6
CCOc1ccccc1C(=O)Nc1ccccc1O	29	4	6%	1	6	1.1	1	1.1	9
Cc1ccc(NC(=O)CCSc2nnc(-c3ccco3)o2)cc1	4	19	2%	6	2	1.1	3	1	-4
CCCCCNC(=O)C(C)NS(=O)(=O)c1ccc(OC)cc1 (stereo unspecified)	0	-5	0%	4	4	1.1	3	1.1	-1
COc1ccc2[nH]c3ccc(OC)cc3c2c1	-3	0	7%	5	6	1.5	-52	0.96	-10
CCc1nc(Nc2ccc(N3CCN(C(C)=O)CC3)cc2)c2oc3ccccc3c2n1	22	13	7%	1	3	1.2	2	1.1	0
Cc1ccc2cc(C(c3nnnn3C3CCCC3)N(Cc3cccnc3)Cc3ccco3)c(=O)[nH]c2c1 (stereo unspecified)	65*	10	8%	-4	1	1.1	-1	1.1	1
CCCCn1c(SCC(=O)N2CCCc3ccccc32)nc2c1c(=O)n(C)c(=O)n2C	3	12	5%	-4	-2	1.1	4	1	-1
O=C(COC(=O)c1ccc(Oc2ccccc2)cc1)Nc1nnc(-c2ccccc2)o1	100*	-2	4%	4	3	1.2	4	1	4
Cc1cccc(-n2ncc3c(N4CCc5ccccc54)ncnc32)c1	-11	3	3%[fluoresces]	6	4	2.3*	-4	1	1
COc1cc(-c2cc(C(=O)N3CCN(c4ccccn4)CC3)c3ccccc3n2)cc(OC)c1OC	3	25	10%	1	1	1.6	-3	1.1	-3
O=C(OCc1nnc(-c2ccccc2)o1)c1ccc2ccccc2n1	12	1	3%	5	1	1	2	1	-8
CC(NS(=O)(=O)c1ccccc1)C(c1cccs1)N1CCN(c2ccccc2)CC1 (stereo unspecified)	27	23	2%	4	nt	0.98	4	1.1	nt
COc1ccc(NC(=O)CC2C(=O)N(c3cccc(OC)c3)C(=O)N2C2CCCCC2)cc1 (stereo unspecified)	25	18	4%	3	nt	1.1	-3	0.96	nt

High-throughput results: PubChem BioAssay, several laboratories
